LYP inhibition – inhibitors of LYP phosphatase, biochemical, fluorescence intensity, uHTS (AID 1779); recombinant LYP phosphatase, fluorescence intensity; higher % means a stronger effect; one-dose inhibition, % at 11.5 µM; IC50 in µM for titrated hits; 290,000 tested, 0.054% active; in the data active = inhibition above about 50%;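 also: plate controls were vehicle with enzyme for no effect and no enzyme for full effect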
GPR55 antagonists – inhibition of LPI-stimulated GPR55 beta-arrestin translocation – imaging, U2OS, beta-arrestin-GFP, LPI agonist, primary screen (AID 2013); U2OS GPR55 beta-arrestin-GFP translocation imaging, LPI antagonism; higher % means a stronger effect; inhibition, % at 10 µM; hits with a dose series show IC50 in µM; 290,000 tested, 0.13% active;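 active = spots per cell inhibited over 60%, with over 100 cells counted and total cytoplasm intensity under 500,000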;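 also: U2OS cells stably carrying GPR55 and arrestin-GFP stimulated by 5 µM LPI near EC80; imaged beta-arrestin-GFP aggregate spots per cell after agonist stimulation; plate controls were LPI-stimulated DMSO wells for no effect and DMSO wells without LPI for full effect; some results filed as inactive read as strong as hits; confirmed hits need IC50 under 10 µM and bright autofluorescent wells are also inconclusive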
GPR35 arrestin U2OS – inhibition of zaprinast-stimulated GPR35 beta-arrestin translocation – imaging, U2OS, beta-arrestin-GFP, zaprinast agonist, primary screen (AID 2058); inhibition, % at 10 µM, or IC50 in µM where a hit was titrated; 290,000 tested, 0.052% active; U2OS GPR35 beta-arrestin-GFP translocation imaging, zaprinast antagonism; higher % means a stronger effect;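 active = inhibition of at least 50% with at least 30 cells and total cytoplasm GFP at most 10,000,000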
Salmonella PhoP GFP – PhoP-dependent GFP reporter repression – Salmonella Typhimurium, primary screen (AID 1863); S. Typhimurium PhoP-regulated promoter GFP reporter, 4 h; higher % means a stronger effect; inhibition, % at 50 µM; hits with a dose series show IC50 in µM; 300,000 tested, 0.16% active;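 active = inhibition over 29.93%, a cutoff 3 SD above the screen mean, later confirmed by dose response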;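 also: 0% = low Mg2+ inducing control and 100% = high Mg2+ repressing control; strong numbers were not always called active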
NTR1 ag – agonists of NTR1, primary screen, imaging, U2OS cells, beta-arrestin-GFP, high content (AID 493036); 330,000 tested, 0.17% active; activation, % at 20 µM; NTR1-U2OS beta-arrestin-GFP spot imaging, agonist mode;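 active = activation at or above 40% of the spot to cytoplasm intensity ratio, with at least 20 cells analyzed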;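 also: 0% = DMSO without peptide and 100% = 100 nM NTR1 peptide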
Target sequence (P30989 whole entry, looked up): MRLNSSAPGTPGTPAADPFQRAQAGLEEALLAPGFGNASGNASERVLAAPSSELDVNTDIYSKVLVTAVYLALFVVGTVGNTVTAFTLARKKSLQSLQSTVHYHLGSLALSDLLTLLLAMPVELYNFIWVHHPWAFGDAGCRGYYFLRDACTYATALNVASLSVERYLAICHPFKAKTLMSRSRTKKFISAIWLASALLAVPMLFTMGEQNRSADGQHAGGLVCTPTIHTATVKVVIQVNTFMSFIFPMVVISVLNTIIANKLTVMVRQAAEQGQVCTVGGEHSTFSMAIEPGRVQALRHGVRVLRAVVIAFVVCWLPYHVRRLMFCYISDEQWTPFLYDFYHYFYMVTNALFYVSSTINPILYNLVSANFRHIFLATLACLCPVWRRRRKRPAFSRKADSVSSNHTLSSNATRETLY
MgcRacGAP inhibition – MgcRacGAP GTPase-activating activity inhibitors, confirmation, biochemical, ADP Hunter fluorescence. MgcRacGAP-stimulated Rac1 GTP hydrolysis, ADP Hunter fluorescence; higher % means a stronger effect; GST-tagged Rac1 F28L mutant substrate. inhibition, % at 30 µM, or IC50 in µM where a hit was titrated. 340,000 tested, 0.6% active. AID 624330;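 active = first-screen hits whose inhibition reached a set limit at any dose in the follow-up dose series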;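 also: fluorescence reports GDP produced by GAP-driven GTP hydrolysis; strong numbers were not always called active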
HIV fusion peptide – inhibitors of HIV fusion peptide binding, primary screen, biochemical, uHTS, fluorescence dequenching (AID 1986) | cell-free peptide binding, fluorescence dequenching, 30 min; higher % means a stronger effect | one-dose inhibition, % at 20 µM; IC50 in µM for titrated hits | 290,000 tested, 0.3% active; in the data active = inhibition mostly above about 52%, no sharp cut-off; inactive = mostly below about 76%; also: some results filed as inactive read as strong as hits
Siah-1 displacement – Siah-1 peptide-binding antagonists, primary screen, biochemical, fluorescence polarization, rhodamine-plectin, uHTS (AID 1817). 290,000 tested, 0.02% active. displacement, % at 20 µM, or IC50 in µM where a hit was titrated. Siah-1 / rhodamine-plectin peptide fluorescence polarization; higher % means a stronger effect;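 active = displacement of at least 50% at 20 µM, with a fluorescence ratio check between 0.3 and a set limit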;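 also: plate controls were Siah plus tracer with DMSO for no effect and tracer alone without Siah for full effect; strong numbers were not always called active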
Myeloid diff 2 – compounds promoting myeloid differentiation. ER-HoxA9 myeloid progenitors, lysozyme-GFP differentiation, flow cytometry. calls only at 10 µM. 360,000 tested, 1% active. AID 624256;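 active = normalized GFP-positive differentiation at or above the plate's own cutoff, the solvent-only control mean plus 3 SD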;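 also: cells exposed to compound for four days before flow analysis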
NTR1 ag cell count 20 µM – further read-out of NTR1 ag, marked with its call; cell count; measured here: cell count, cytotoxicity flag
Myeloid diff 2 GFP+ MAC1+ % – also measured in Myeloid diff 2; calls as there; GFP+ MAC1+ double positive, %; measured here: differentiation confirmed by MAC1 staining
Active calls of the source: *; i = inactive; . = no result given.

compound	LYP inhibition	Siah-1 displacement	MgcRacGAP inhibition	HIV fusion peptide	Myeloid diff 2	Salmonella PhoP GFP	GPR55 antagonists	GPR35 arrestin U2OS	NTR1 ag	Myeloid diff 2 GFP+ MAC1+ %	NTR1 ag cell count 20 µM
CC(=O)c1ccc(OCc2cc(C(=O)N(C)C3CCOC3)no2)cc1 (configuration not stated)	0%	-6%	-1%	-0.7%	i	6%	-14%	-10%	0.7	0.3	73
CCCCN(C)C(=O)c1nc2ccccn2c1CN(C)Cc1csc(C)n1	-6%	6%	4%	0.8%	i	-12%	-2%	-13%	2.8	0.1	84
COc1ccc(NC(=O)c2ccccc2[N+](=O)[O-])cc1	-6%	4%	2%	3.2%	i	3%	16%	-26%	-0.6	0.5	77
CN(C)c1ccc(NC(=O)Nc2cccc3ccccc23)cc1	-4%	-2%	5%	-2.2%	i	-6%	-3%	-6%	1.0	0.6	42
COc1cc(OC)c(CN2CCCN(C)CC2)cc1Br	-9%	-1%	107µM*	1.2%	i	1%	-4%	18%	1.5	0.3	62
CC1CCc2c(sc(NC(=O)C(=O)NCc3ccco3)c2C#N)C1 (configuration not stated)	-5%	-1%	6%	-1.2%	i	9%	-6%	-12%	2.0	1.3	68
CC(=O)c1ccc(NC(=O)COC(=O)c2ccccc2Sc2ccccc2C#N)cc1	-5%	-3%	9%	-0.9%	i	-16%	5%	-12%	0.0	0.5	70
CC(=O)NCCc1nc2cc(NC(=O)c3ccc(Cl)cc3)ccc2n1C	-9%	4%	0%	0.1%	i	1%	6%	1%	-0.8	0.3	101
Cc1ccc2cc(CN(Cc3nnnn3C3CCCCC3)CC3CCCO3)c(=O)[nH]c2c1 (configuration not stated)	-6%	0%	7%	1.6%	i	2%	8%	-8%	5.6	6.6	45
CCOC(=O)CSc1nc2ccccc2c(=O)n1CC1CCC(C(=O)NCc2ccco2)CC1 (configuration not stated)	-1%	0%	3%	0.7%	i	-9%	11%	-4%	6.9	0.3	72

Ordered by the number under Myeloid diff 2 GFP+ MAC1+ % (high to low): 3 of the compounds above.
smiles,LYP inhibition,Siah-1 displacement,MgcRacGAP inhibition,HIV fusion peptide,Salmonella PhoP GFP,GPR55 antagonists,GPR35 arrestin U2OS,Myeloid diff 2 GFP+ MAC1+ %
Cc1ccc2cc(CN(Cc3nnnn3C3CCCCC3)CC3CCCO3)c(=O)[nH]c2c1 (configuration not stated),-6%,0%,7%,1.6%,2%,8%,-8%,6.6
CC(=O)c1ccc(NC(=O)COC(=O)c2ccccc2Sc2ccccc2C#N)cc1,-5%,-3%,9%,-0.9%,-16%,5%,-12%,0.5
CC(=O)c1ccc(OCc2cc(C(=O)N(C)C3CCOC3)no2)cc1 (configuration not stated),0%,-6%,-1%,-0.7%,6%,-14%,-10%,0.3

(further entries)
compound	LYP inhibition	Siah-1 displacement	MgcRacGAP inhibition	HIV fusion peptide	Myeloid diff 2	Salmonella PhoP GFP	GPR55 antagonists	GPR35 arrestin U2OS	NTR1 ag	Myeloid diff 2 GFP+ MAC1+ %	NTR1 ag cell count 20 µM
Cc1nn(C)c(=O)n1-c1ccc(Oc2ccccc2)cc1	2%	16%	2%	2.1%	i	8%	2%	-8%	2.2	0.9	75
CC1(C(=O)NNC(=S)NCc2ccco2)CC1(Cl)Cl (configuration not stated)	-12%	-1%	3%	0.3%	i	4%	6%	-6%	0.5	0.5	28
COCCn1c(SCc2ccccc2)nc2c1c(=O)[nH]c(=O)n2C	-2%	3%	4%	0.3%	i	0%	-4%	-13%	1.9	0.9	68
O=C(O)C[C@@H]1C(=O)O[C@@H]2C(COC(=O)c3cc(O)c(O)c(O)c3)O[C@@H](OC(=O)c3cc(O)c(O)c(O)c3)[C@@H](OC(=O)c3cc(O)c(O)c4c3[C@H]1[C@H](O)C(=O)O4)[C@H]2OC(=O)c1cc(O)c(O)c(O)c1 (some centres not stated)	17%	31%	.	11µM*	.	4%	-6%	1%	.	.	.
COc1cccc(-n2cnc3sc(C)cc3c2=O)c1	-8%	31%	0%	-0.9%	i	-4%	10%	-3%	0.6	0.4	54
COC(=O)c1ccc(COC(=O)CNS(=O)(=O)c2ccccc2)cc1	-3%	2%	5%	2.3%	i	.	-4%	7%	1.5	0.1	25
O=S(=O)(c1ccc(-n2cnnn2)cc1)N1CCC(N2CCCCC2)CC1	-9%	-10%	7%	-0.9%	i	-4%	13%	14%	-0.3	0.4	28
Cc1ccsc1C(=O)OCc1nc2ccsc2c(=O)[nH]1	.	.	3%	.	i	-9%	.	.	0.3	1.0	48
CCOCCCNCc1ccc(OCC(=O)N2CCOCC2)c(OC)c1	-9%	-2%	7%	0.0%	i	0%	-9%	2%	-1.0	0.3	86
Cc1onc(-c2ccccc2Cl)c1C(=O)N1CCN(C/C=C/c2ccccc2)CC1	-1%	2%	7%	-0.8%	i	-5%	6%	8%	-0.1	1.9	55
COC(=O)c1ccc(Cn2nc(-c3ccc(C)cc3)ccc2=O)cc1	-4%	1%	9%	0.9%	i	-5%	3%	-1%	0.4	0.3	57
CCc1ccc(C(O)(CNCc2ccccc2)c2ccccc2)cc1 (configuration not stated)	-10%	0%	5%	0.3%	i	21%	18%	2%	7.8	1.1	95
Clc1ccccc1OCCN1CCC(Cc2ccccc2)CC1	-7%	-2%	30%	-0.6%	i	4%	-1%	-9%	2.9	0.9	55
NC(=O)c1ccc(NC(=O)CN2CCN(c3ccc(Cl)cc3)CC2)cc1	0%	-4%	3%	-1.7%	i	-1%	2%	4%	-0.3	0.2	63
CN(C)CCNC(=O)C(=O)NCC1OCCCN1S(=O)(=O)c1cccs1 (configuration not stated)	-4%	-7%	5%	-0.1%	i	8%	11%	3%	2.4	0.6	49
CCCCN1C(N)=NC[C@@H]1CCCCN	.	.	8%	.	i	0%	.	.	-1.3	0.8	76
CCOC(=O)c1c(C)[nH]c(C(=O)N/N=C\c2ccccc2O)c1C	3%	-7%	12%	-0.6%	.	3%	-17%	-9%	.	.	.
CCOC(=O)Cn1c(SC)nc2sc3c(c2c1=O)CC(C)(C)OC3	3%	-2%	4%	5.5%	i	-1%	-3%	7%	3.1	0.6	90
CCN(CC)c1ccc(N2C(=O)/C(=C/c3cccnc3)SC2=S)cc1	9%	3%	-2%	-1.4%	i	-6%	-2%	-7%	2.6	1.7	93
Cc1c(CCO)c(=O)[nH]n1C(=O)c1ccc(F)cc1	0%	2%	5%	2.4%	i	15%	0%	-10%	0.7	0.6	84
COC(=O)c1sc(N2CCN(c3ccc(Cl)cc3)CC2)nc1N	5%	-3%	-6%	-4.2%	i	8%	6%	-16%	6.1	0.1	98
Cc1nc([N+](=O)[O-])c(C(=O)OCc2ccc(C#N)cc2)n1C	-1%	4%	5%	-0.7%	i	7%	9%	-3%	-0.9	0.8	60
CCC(C(=O)NCc1ccco1)N(C(=O)CNS(=O)(=O)c1ccccc1)c1ccc(F)cc1 (configuration not stated)	-9%	4%	5%	-1.1%	i	5%	-1%	1%	-0.3	0.1	51
O=C1c2[nH]nc(-c3ccccc3O)c2C(c2cccc(Cl)c2)N1CC1CCCO1 (configuration not stated)	4%	4%	6%	1.9%	i	0%	23%	-17%	7.1	0.5	75
CCNC(=S)Nc1ccc(N(c2ccccc2)C(C)C)cc1	1%	3%	31%	-2.2%	i	-1%	2%	10%	1.1	2.7	55
Cn1nc(C(F)(F)F)cc1-c1ccc(S(N)(=O)=O)s1	4%	-2%	5%	2.8%	i	-5%	2%	7%	1.0	0.2	61
O=c1c(O)c(-c2ccc(O)c(O)c2)oc2cc(O)cc(O)c12	0%	77%	24%	21%	i	-5%	-9%	-2%	15	9.2	53
C/C(=N\S(=O)(=O)c1ccc(C)cc1)N(C)C	-6%	1%	0%	-1.8%	i	-4%	12%	1%	-1.3	0.2	49
O=c1c2ccccc2ncn1-c1ccc(Cl)cc1[N+](=O)[O-]	-7%	-6%	0%	-1.2%	i	.	-4%	3%	-0.4	0.4	36
O=C1c2ccccc2S(=O)(=O)N1CC(O)Cn1c2ccccc2c2ccccc21 (configuration not stated)	-8%	-4%	2%	0.2%	i	1%	1%	9%	11	0.7	67

The list goes on, starting with the last four of the part before.
compound	LYP inhibition	Siah-1 displacement	MgcRacGAP inhibition	HIV fusion peptide	Myeloid diff 2	Salmonella PhoP GFP	GPR55 antagonists	GPR35 arrestin U2OS	NTR1 ag	Myeloid diff 2 GFP+ MAC1+ %	NTR1 ag cell count 20 µM
O=c1c(O)c(-c2ccc(O)c(O)c2)oc2cc(O)cc(O)c12	0%	77%	24%	21%	i	-5%	-9%	-2%	15	9.2	53
C/C(=N\S(=O)(=O)c1ccc(C)cc1)N(C)C	-6%	1%	0%	-1.8%	i	-4%	12%	1%	-1.3	0.2	49
O=c1c2ccccc2ncn1-c1ccc(Cl)cc1[N+](=O)[O-]	-7%	-6%	0%	-1.2%	i	.	-4%	3%	-0.4	0.4	36
O=C1c2ccccc2S(=O)(=O)N1CC(O)Cn1c2ccccc2c2ccccc21 (configuration not stated)	-8%	-4%	2%	0.2%	i	1%	1%	9%	11	0.7	67
CNC(=S)N(CCCO)Cc1cc2cc3c(cc2[nH]c1=O)OCO3	-8%	4%	4%	0.8%	i	-1%	11%	11%	0.4	0.5	59
COC(=O)C1=C(C)N=C2SCCC(=O)N2C1c1ccc(OC(=O)c2ccco2)cc1 (configuration not stated)	-1%	-4%	11%	1.8%	i	1%	-10%	9%	.	1.2	.
COc1cc(/C=N/NC(=O)Cc2c[nH]c3ccccc23)cc(OC)c1OC	-3%	-10%	8%	-2.3%	i	-5%	-6%	-18%	0.4	0.5	71
CC(=O)Nc1ccc(S(=O)(=O)NCCC(=O)OCc2csc(CC(=O)Nc3ccccc3C)n2)cc1	.	.	2%	.	i	-7%	.	.	-1.2	0.5	67
CCCC/S(C)=N/S(=O)(=O)c1ccc(C)cc1 (configuration not stated)	-7%	8%	8%	-1.5%	i	3%	6%	12%	-0.8	0.4	53
CCOc1cc(/C=N/Nc2nncc(-c3ccccc3)n2)ccc1O	3%	6%	14%	-3.2%	i	-11%	-10%	4%	0.5	0.9	40
CCCC(=O)Nc1ccc2nc(C)n(Cc3ccccc3Cl)c(=O)c2c1	-4%	4%	2%	-0.2%	i	-3%	1%	2%	-0.4	0.0	53
CCOc1ccc(CCNC(=O)Cn2c(=O)c3cccn3c3cccnc32)cc1	0%	-1%	9%	4.8%	i	-9%	19%	-10%	-1.5	0.6	70
CCOc1ccc(NC(=O)CN2C(=O)C3CCCN3C2=O)cc1 (configuration not stated)	2%	0%	2%	-1.6%	i	1%	-17%	6%	-0.7	3.8	59
COc1ccc(NC(=O)CN(C)C(=O)c2cccc(S(=O)(=O)N3CCCc4ccccc43)c2)cc1	.	.	3%	.	i	2%	.	.	-1.1	0.3	62

High-throughput results from PubChem BioAssay.

Rows are unselected. About 2.4% of those tested had a hit in this group.
